# ALOX12 inh: blocks human arachidonate 12S-lipoxygenase; P18054; purified 12hLO, xylenol orange hydroperoxide absorbance; Potency, µM (top dose mostly 108 µM), inactives show at the highest dose activity change, negative = inhibition, most hits filed as inhibitors; 580,000 tested, 1.1% active; AID 1671190; further: potency means the concentration at half of the fitted maximal effect; on the % scale 0 is the no-effect control and ±100 the full control effect
#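 Hydroperoxide product was detected by ferrous iron/xylenol orange as the 573 to 405 nm absorbance ratio. Arachidonic acid at 40 uM (final) was turned over for 30 min at room temperature by 150 nM human 12hLO, pH 7.0 Hepes buffer, after 15 min compound preincubation.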
# POLK inh: DNA polymerase kappa (human) inhibition; 400,000 tested, 0.53% active; Q9UBT6; purified Pol kappa, fluorescent DNA synthesis assay, 10 min; Potency, µM (top dose mostly 107 µM), without a hit: top-dose activity, negative = inhibition, hits mostly inhibitors; AID 588579; further: potency means the concentration at half of the fitted maximal effect; on the % scale 0 is the no-effect control and ±100 the full control effect
#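 Readout: fluorescence, taken kinetically at 0 and 10 min. Conditions: 10 nM Pol kappa, 15 min RT compound preincubation, 50 nM substrate final. Controls: enzyme-free buffer wells.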
# LDHA inh: LDHA (human) enzyme inhibition; 480,000 tested, 0.15% active; AID 1347041; purified LDHA, NADH/diaphorase-resazurin fluorescence; active compounds read low; activity change, % (values are at about 110 or 230 µM); in the data active means activity change below about -30%; inconclusive means mostly about -25% to -30%;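 further: plate controls were DMSO wells for no effect and wells without enzyme for full effect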
#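 Human LDH5 (2 nM) was incubated with 0.06 mM NADH and 0.2 mM pyruvate for 5 min at room temperature in Tris pH 7.4. Remaining NADH was coupled through diaphorase/resazurin, and resorufin fluorescence was read at 0 and 20 min.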
# Anesthetic bind: binds horse apoferritin like a general anesthetic; 350,000 tested, 0.074% active; Potency, µM (highest dose often 77.5 µM), for the others: top-dose activity change, negative = displacement, usual class: inhibitors; AID 485281; P02791; apoferritin/1-aminoanthracene competitive binding, fluorescence; further: potency means the concentration at half of the fitted maximal effect; on the % scale 0 is the no-effect control and ±100 the full control effect; nearly all actives have a fitted effect of over 20% in size
# Target sequence (P02791 2-175 limits assumed): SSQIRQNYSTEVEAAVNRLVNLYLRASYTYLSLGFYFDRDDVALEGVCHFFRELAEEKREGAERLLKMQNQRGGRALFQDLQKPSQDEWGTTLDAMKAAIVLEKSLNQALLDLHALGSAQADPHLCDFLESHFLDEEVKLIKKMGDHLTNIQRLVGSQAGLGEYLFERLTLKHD
#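 Horse-spleen apoferritin (10 uM) in 50% saturated 1-aminoanthracene in PBS was incubated 10 min at room temperature with compound. Fluorescence (ex 380, em 535 nm) was normalized to free and bound 1-AMA, with concentration-response fitted by a four-parameter Hill equation.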
# Pol eta inh: blocks human DNA polymerase eta activity. AID 588591. recombinant Pol eta, fluorescent DNA replication assay. Potency, µM (top dose mostly 114 µM), for the others: at the highest dose activity change, negative = inhibition, hits mostly inhibitors. 390,000 tested, 1.2% active. Q9Y253; further: potency means the concentration at half of the fitted maximal effect; on the % scale 0 is the no-effect control and ±100 the full control effect
#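 Pol eta (10 nM) was preincubated with compounds for 15 min at room temperature, after which fluorescent replication substrate (50 nM final) was added to start the reaction. Fluorescence was read kinetically at 0 and 10 min.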
# RGS4 inhibitor: human RGS4 inhibition; P49798; Transcreener GDP fluorescence polarization, RGS4-accelerated GTP hydrolysis; Potency, µM (top dose mostly 114 µM), inactives show at the highest dose activity change, negative = inhibition, usual class: inhibitors; 390,000 tested, 0.039% active; further: potency means the concentration at half of the fitted maximal effect; on the % scale 0 is the no-effect control and ±100 the full control effect; nearly all actives have a fitted effect of over 75% in size; some results filed as inactive show a strong effect at the top dose
#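 MLSMR compounds (23 nl, pin-transferred) preincubated 10 min at room temperature with a 500nM (2x) first reagent, then RGS4 at 900nM (2x) plus Transcreener GDP mix added; fluorescence polarization (620/688 nm) read before and after 90 min at 30 °C.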
# Pol beta inh: inhibitors of human DNA polymerase beta; AID 485314; P06746; Pol beta primer extension/strand displacement, fluorescence kinetic; Potency, µM (highest dose often 114 µM), inactives show at the top dose activity change, negative = inhibition, most hits filed as inhibitors; 340,000 tested, 1.3% active; further: potency means the concentration at half of the fitted maximal effect; on the % scale 0 is the no-effect control and ±100 the full control effect
#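 Pol beta (10 nM) and compounds were preincubated 15 min at room temperature, then 50 nM substrate (final) started primer extension/strand displacement. Reads were taken at 0 and 10 min; concentration-response data were fitted to a four-parameter Hill equation.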
# ERG-DNA inh: blocks human ERG Ets domain binding to DNA; fluorescence polarization, His-ERG Ets domain / labelled DNA; Potency, µM (highest dose often 76.9 µM), for inactives: at the top dose FP activity, negative = inhibition, actives largely listed as inhibitors; 370,000 tested, 0.028% active; AID 624246; active means well fitted inhibition curve with a large enough effect in the polarisation, with a control signal flat; inconclusive means small, poorly fitted or top-dose-only effect, or effect the other way, or a change in a side signal; inactive means no such curve, though single readings can be large or run the other way; the % refers to the polarisation;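 further: polarization taken with two DNA probes labelled with fluorescein and Texas red; potency means the concentration at half of the fitted maximal effect; % of control where 0% means no effect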
# Target sequence (P11308 whole entry, looked up, the tested form may be a part): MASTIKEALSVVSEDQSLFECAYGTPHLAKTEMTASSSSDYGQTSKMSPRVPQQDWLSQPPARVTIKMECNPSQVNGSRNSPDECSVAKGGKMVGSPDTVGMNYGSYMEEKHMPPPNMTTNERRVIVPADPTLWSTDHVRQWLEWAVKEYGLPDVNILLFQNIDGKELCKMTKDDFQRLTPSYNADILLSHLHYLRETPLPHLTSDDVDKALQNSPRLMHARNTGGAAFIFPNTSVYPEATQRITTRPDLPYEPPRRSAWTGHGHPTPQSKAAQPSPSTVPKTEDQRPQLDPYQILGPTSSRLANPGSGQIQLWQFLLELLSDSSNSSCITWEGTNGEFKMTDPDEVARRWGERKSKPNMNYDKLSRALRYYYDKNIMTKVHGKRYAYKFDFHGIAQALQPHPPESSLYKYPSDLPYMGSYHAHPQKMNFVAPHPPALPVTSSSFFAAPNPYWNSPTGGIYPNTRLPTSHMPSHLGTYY
#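 His-tagged ERG Ets domain (1 uM in the protein solution; 300mM KCl, 50mM Tris-HCl, 1mM EDTA, 1mM DTT, pH 7.5) received compound, then a probe mix of 5 nM fluorescein-DNA and 100nM Texas-615-DNA. Fluorescence polarization was read for both dyes.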
# APEX1 inh: APE1 (human) endonuclease inhibition | 350,000 tested, 0.35% active | Potency, µM (doses to about 65.8 µM), without a hit: at the highest dose activity change, negative = inhibition, most hits filed as inhibitors | recombinant APE1, TAMRA/BHQ-2 abasic DNA cleavage fluorescence | AID 2517;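 further: potency means the concentration at half of the fitted maximal effect; plate controls were vehicle for no effect and reference inhibitor for full effect; nearly all actives have a fitted effect of over 55% in size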
# Target sequence (P27695 whole entry, looked up): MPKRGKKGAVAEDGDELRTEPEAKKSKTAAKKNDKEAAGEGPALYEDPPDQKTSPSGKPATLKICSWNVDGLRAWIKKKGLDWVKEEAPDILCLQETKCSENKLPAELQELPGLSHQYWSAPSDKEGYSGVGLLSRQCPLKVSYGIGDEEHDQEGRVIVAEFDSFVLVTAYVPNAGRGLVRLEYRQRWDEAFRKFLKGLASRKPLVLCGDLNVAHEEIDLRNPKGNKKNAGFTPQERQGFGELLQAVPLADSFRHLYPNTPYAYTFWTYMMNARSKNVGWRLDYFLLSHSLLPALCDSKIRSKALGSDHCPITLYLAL
#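 Readout is kinetic fluorescence (ex 525, em 598 nm) from cleavage of 50 nM TAMRA/BHQ-2 THF abasic duplex by 0.75 nM APE1, compound added 15 min beforehand at RT.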
# * hit, by the source's call; u = inconclusive; x = no result given; & = joins results of further samples; [ ] = dose if it differs, or a comment. Unless noted, the call rests on the fitted dose curve; in most records, active means well fitted curve in the direction sought with a large enough effect; inconclusive means small, poorly fitted or top-dose-only effect, or another doubt; inactive means no such curve, though single readings can be large; an effect the other way counts as inactive or inconclusive. Some of the compounds tested; rates above refer to the full screens.
SMILES,ALOX12 inh,POLK inh,LDHA inh,Anesthetic bind,Pol eta inh,RGS4 inhibitor,Pol beta inh,ERG-DNA inh,APEX1 inh
CCOC(=O)N1CCC(NC(=O)Cn2cc3c(n2)CCCCC3)CC1,180%[activator],-18%,-8,-2%,-7%,-11%,2%,14%,1%
CC(C)(C)C(=O)Nc1nnc(-c2ccncc2)o1,-6%,2%,3,5%,-14%,2%,27%,-6%,15%
O=S(=O)(Cc1cc(NCc2ccccc2)nc(-c2ccncc2)n1)c1ccccc1,u,-2%,-3,-3%,-9%,-16%,79µM*,2%,0%
COCC(=O)NCCc1ccc(S(N)(=O)=O)cc1,u,-6%,-12,-7%,-8%,20%,-5%,x,0%
CCCn1c(=O)c(C(=O)NCc2ccccc2Cl)c(O)c2ccccc21,18%,-3%,-4,-1%,-19%,-25%,21%,-9%,25%
CC(=O)N1CCN(c2nc(CC(C)C)c3c(c2C#N)CCC3)CC1,-8%,-8%,-6,-20%,-4%,14%,27%,-6%,-4%
Cc1ccc(S(=O)(=O)Nc2cc(C)cc(CCNC=O)c2C)cc1,u,0%,0,x,-5%,-2%,x,6%,x
CC1CCCCN1C(=O)CSc1nnc(Cc2ccccc2)n1C (centres undefined),0%,-11%,-1,-6%,-7%,-11%[11.4 µM],-1%,5%,-5%
COc1ccc(S(=O)(=O)N2CCN(C(=O)c3c(C)nn(-c4ccccc4)c3Cl)CC2)cc1,15%,-24%,-3,-13%,-4%,-2%,-22%,-1%,-1%
Cc1ccc(NC(=O)CSc2nc(=O)n(CCCN3CCOCC3)c3c2CCCC3)cc1F,-1%,-18%,-1,x,5%,18%,x,-5%,-10%
COc1ccccc1CNC(=O)C(=O)NCCC1CCCCN1S(=O)(=O)c1cccs1 (centres undefined),-15%,89µM*,2,x,0%,-7%,x,8%,0%
O=C(/C=C/c1cccc(F)c1)c1ccc(N2CCOCC2)cc1,3%,-18%,-7,-17%,-20%,-19%,0%,9%,4%
COc1ccc(/C=C(\C#N)C(=O)NCCCn2ccnc2)cc1,-7%,-4%,-1,-3%,-1%,12%,-1%,17%,-5%
Cc1cc(C)c2c(c1)cc(C)c1nnc(SCC(=O)Nc3cc(C)on3)n12,3%,-2%,-1,-7%,3%,23%,20%,x,-5%
CCOc1ccc([C@@H]2CC=C(C(=O)O)[C@H](c3ccc(Cl)cc3)N2S(=O)(=O)c2ccc(C)cc2)cc1,u,-13%,-5,x,-1%,-17%,x,-21%,-1%
Cc1ccc(S(=O)(=O)NCC(=O)OCC(=O)NCc2ccc(F)cc2)cc1,-10%,8%,-1,-7%,-15%,-25%,-1%,4%,-4%
CO/N=C1\CCn2c1c(C)c1ccccc12,32%[activator],-16%,0,-1%,-7%,10%,1%,-2%,-4%
COc1cccc(C(=O)NN2CC(O)=C(c3nc(C)cs3)C2=N)c1,-10%,-2%,-1,-7%,u,-9%[11.4 µM],0%,6%,-3%
Cc1ccc(NP(=O)(c2ccc(N(C)C)cc2NC(=O)c2cccs2)N2CCOCC2)cc1 (centres undefined),-24%,-13%,14,5%,-16%,-2%,-10%,1%,-1%
CC(=O)CC(C)(C)NC(C)=S,85%[activator],-13%,-11,0%,-10%,2%,-3%,6%,-5%
Cn1c(C(=O)N2CCCC(C(=O)NCc3ccccc3)C2)cc2sccc21 (centres undefined),31%[activator],3%,-1,-14%,-19%,-1%[11.4 µM],-2%,-11%,58%[activator]
O=C1c2cccc3cc(Br)cc(c23)C(=O)N1Nc1ccc(Br)cc1,15%,-2%,-5,-14%,-12%,-10%,3%,-2%,3%
O=C(Nc1ccc(Cl)c(S(=O)(=O)N2CCOCC2)c1)C1=NN(c2ccccc2)C(=O)CC1,-6%,-13%,-1,x,-27%,15%,x,-3%,8%
CCn1c(SCC(=O)Nc2cc(C)on2)nnc1-c1ccco1,0%,4%,-2,-18%,-13%,-17%,-7%,5%,2%
O=c1c2c(nc3cc(-c4cccc(Cl)c4)[nH]n13)CCC2,12%,0%,-6,-5%,-3%,4%,-2%,1%,-1%
# (continued)
SMILES,ALOX12 inh,POLK inh,LDHA inh,Anesthetic bind,Pol eta inh,RGS4 inhibitor,Pol beta inh,ERG-DNA inh,APEX1 inh
CCN(c1ccccc1)S(=O)(=O)c1cccc(C(=O)NCc2cccnc2)c1,-1%,-11%,-2,x,-6%,13%,x,2%,-6%
Cc1ccc(/C=N/NC(=O)c2nnn(-c3nonc3N)c2-c2ccc3c(c2)OCO3)s1,3%,-6%,-2,-6%,7%,0%,9%,8%,-10%
O=C(CN1CCOCC1)N/N=C/c1ccc(C(=O)O)cc1,3%,-2%[60.1 µM],-1,0%,-22%,-16%,u,-5%,-3%
COc1ccccc1/C=N/NC(=O)CC(=O)NCc1cccnc1,3%,-8%,-11,-18%,-1%,-13%,36%,3%,-1%
O=C(Nc1c(Cl)cc(Cl)cc1C(=O)NCCN1CCOCC1)c1cccc([N+](=O)[O-])c1,3%,-10%,-4,-3%,-18%,25%,19%,-8%,19%
COc1cccc(N2CCN(C(=O)c3oc4ccccc4c3NC(=O)Cc3ccc(OC)c(OC)c3)CC2)c1,1%,-11%,-4,4%,-1%,34%[11.4 µM],17%,-4%,-14%
Cc1ccc(Cn2c(C)c3cnn(CC(=O)NCc4ccccc4)c(=O)c3c2C)cc1,2%,u,-13,-15%,u,-2%,u,0%,x
CCOC(=O)c1c(S(=O)(=O)N2CCCC(C(=O)NCc3ccc(Cl)cc3)C2)c(C)n(C)c1C (centres undefined),-30%,0%[60.1 µM],-12,-7%,5%,24%,14%,3%,x
Cc1ccc(N(C)S(=O)(=O)c2cccc(C(=O)Nc3nnc(C4CC4)s3)c2)cc1,12%,-25%,-1,-10%,-12%,-20%,23%,10%,11%
CCOC(=O)c1c(-c2ccc(C)o2)csc1NC(=O)CN1CCCCC1,101%[activator],-11%,2,-23%,-23%,u,-21%,-4%,-1%
CN=C(NC1CCCCC1)c1ccc([N+](=O)[O-])cc1,-3%,2%,2,-10%,-21%,11%,u,8%,-6%
O=C(Cc1c(F)cccc1Cl)c1ccc(O)cc1O,u,-2%,-1,u,-16%,-4%,11%,-8%,-6%
CCOCCCN(Cc1cc2cc(C)cc(C)c2[nH]c1=O)C(=O)N(CC)CC,-41%,0%,-5,-1%,-12%,u,-2%,-6%,0%
COc1ccc(/C=C/C(=O)Nc2cc(S(=O)(=O)N3CCOCC3)ccc2N2CCCC2)cc1OC,3%,-9%,-10,-9%,-1%,0%,0%,-2%,-2%
C[C@@H]1C(=O)OC[C@H]1NC(=O)OCc1ccccc1,0%,-4%,-16,x,-7%,7%,x,0%,2%
COc1ccccc1C(=O)NCC(=O)NCCC(c1ccccc1)c1ccccc1,-12%,-5%,-5,x,-14%,-24%,x,-20%,27%
CN(Cc1ccon1)C(=O)CC1C(=O)NCCN1Cc1cccc(Oc2ccccc2)c1 (centres undefined),u,-11%,5,-13%,-6%,-18%,-20%,-8%,0%
Cc1ccc(SCc2nc(-c3ccc(C(=O)NCC(C)c4ccccc4)cc3)oc2C)cc1 (centres undefined),u,-10%,2,-11%,-16%,10%,41%,1%,x
CN(C(=O)c1ccc(=O)n(Cc2ccc(Cl)cc2)c1)c1ccccc1,u,-6%,0,-10%,-10%,17%,0%,1%,3%
COc1ccc(CN2COc3ccc4c(-c5ccc(OC)cc5)cc(=O)oc4c3C2)cc1,-52%,-2%,-5,88%[activator],4%,9%,-9%,-4%,x
COC(=O)c1cccc(NC(=O)CC2C(=O)NCCN2C(=O)c2ccc(F)cc2F)c1 (centres undefined),117%[activator],0%,-6,-14%,-19%,21%,17%,-2%,3%
CC(=O)Nc1ccc(S(=O)(=O)NCC(=O)OCC(=O)NCc2ccc3c(c2)OCO3)cc1,-29%,-3%,4,x,-12%,-11%,x,0%,-6%
CCOc1ccc(OCCC(=O)N2CCN(S(=O)(=O)c3ccc(F)cc3)CC2)cc1,-9%,-5%,-1,x,-15%,-30%,x,12%,41%
Cn1nc(C(=O)OCC(=O)Nc2ccc(Cl)cc2Cl)c2ccccc2c1=O,26%&8%,-6%,-10&-2,x,1%,30%,x,-2%,0%
CCOC(=O)N1CCN(c2c(NCCN(C)Cc3ccccc3)c(=O)c2=O)CC1,-5%,3%,0,1%,-17%,13%,11%,-5%,-1%
COc1cccc(/C=N/NC(N)=S)c1OCc1cccc(Cl)c1,35µM*,-9%,1,1%,-21%,u,2%,-6%,5%
CCn1cc(C(=O)OCC(=O)Nc2cccc(Cl)c2Cl)c(=O)c2ccc(C)nc21,-18%,-14%,-8,-4%,-13%,9%,31%[activator],-1%,5%
Cc1cc(N2CCC(C)CC2)nc2ccc(N3C(=O)CCC3=O)cc12,0%,-7%,-4,-18%,2%,-45%,0%,-5%,-3%
CCNC(=S)N/N=C/c1ccccc1[N+](=O)[O-],-19%,-10%,-5,-13%,-10%,15%,9%,-13%,-4%

# Reformatted with tabs: part of the list above
Molecule	ALOX12 inh	POLK inh	LDHA inh	Anesthetic bind	Pol eta inh	RGS4 inhibitor	Pol beta inh	ERG-DNA inh	APEX1 inh
COc1ccccc1C(=O)NCC(=O)NCCC(c1ccccc1)c1ccccc1	-12%	-5%	-5	x	-14%	-24%	x	-20%	27%
Cc1cc(N2CCC(C)CC2)nc2ccc(N3C(=O)CCC3=O)cc12	0%	-7%	-4	-18%	2%	-45%	0%	-5%	-3%
